# CF NFkB block = cystic fibrosis NF-kB activation inhibition | KKLEB NF-kB-GFP reporter, PAF-induced, GFP fluorescence overnight | 0.86% of 360,000 active | AID 588850 | inhibition, % at 5 µM;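 active = at least 50% inhibition at 5 µM, scaled per plate between neutral and stimulator controls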;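 note: PAF is a Pseudomonas aeruginosa culture filtrate used as stimulus; plate controls were PAF-stimulated DMSO wells for no effect and unstimulated DMSO wells for full effect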
# KKLEB cytotox = reduces viability of KKLEB cystic fibrosis airway cells; activity change (cytotoxicity), % at 5 µM; AID 602141; 0.36% of 360,000 active; KKLEB CF airway cells viability, ATPlite luminescence, overnight; stronger effect = lower value; cells stimulated with P. aeruginosa culture filtrate;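 active = corrected activity change at or below -50% at 5 µM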
# Peg3 prom inh = Peg3 promoter activity inhibition | 1.7% of 360,000 active | inhibition, % at 20 µM | HeLa PEG-Prom luciferase reporter, luminescence, overnight;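 active = inhibition of at least 50% at 20 µM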
# HIF-2a block = inhibitors of HIF-2a; 786-0 RCC cells HIF-2a reporter, luciferase luminescence, overnight; inhibition, % at 18.8 µM; AID 624352; 0.72% of 360,000 active;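 active = inhibition of the luminescence signal of 40% or more relative to plate controls, in a single-dose primary screen at 18.75 µM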
# TWEAK Fn14 block = TWEAK-Fn14 signaling inhibition; TWEAK-stimulated Fn14 reporter cells, luciferase luminescence, 8 h; inhibition, % at 10 µM; 2% of 360,000 active; AID 1159606; in the data active = inhibition above about 50%
# aDG glyco up = alpha-DG glycosylation activation; 0.22% of 360,000 active; activation, % at 10 µM; Pro5-aDG cells, alpha-DG glycosylation AlphaScreen (IIH6); 0% Pro5, 100% B10-LARGE cell signal; AID 624168;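 active = activation of at least 8% versus controls, or a plate z-score of at least 8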;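 note: Pro5 are CHO cells carrying HIG-tagged alpha-DG that lacks glycosylation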
# NR2E3 ag-1 = activates human photoreceptor nuclear receptor NR2E3; Q9Y5X4; GST-NR2E3/biotin-RetCOR TR-FRET, 1536-well; inhibition of corepressor binding, % at 4.78 µM; 0.12% of 320,000 active; AID 2300;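 active = percent inhibition above the cutoff of mean plus 3 SD of all tested compounds, set per screening campaign, cut at about 20% in these data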;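 note: 0% = DMSO wells and 100% = biotin wells as full block of FRET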
# Target sequence (Q9Y5X4 whole entry, looked up): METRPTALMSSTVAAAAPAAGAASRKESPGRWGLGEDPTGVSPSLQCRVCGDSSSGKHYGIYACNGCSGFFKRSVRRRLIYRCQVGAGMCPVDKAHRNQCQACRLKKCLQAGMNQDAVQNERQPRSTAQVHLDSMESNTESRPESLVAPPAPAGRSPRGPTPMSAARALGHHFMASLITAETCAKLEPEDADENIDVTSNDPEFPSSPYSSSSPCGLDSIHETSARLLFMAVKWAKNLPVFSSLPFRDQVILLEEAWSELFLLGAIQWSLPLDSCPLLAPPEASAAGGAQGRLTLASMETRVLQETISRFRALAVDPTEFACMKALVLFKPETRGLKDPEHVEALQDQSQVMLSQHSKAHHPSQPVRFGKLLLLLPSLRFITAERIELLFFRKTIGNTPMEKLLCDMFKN
#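 Test system: GST-NR2E3 and biotin-RetCOR proteins | Quantity: 1.35 nM GST-tagged NR2E3 final | Medium: Tris pH 7.5 | Also added: 7 nM biotin-RetCOR | Dosing: Compound at 4.8 µM, single dose | Timing: 5 h at 4 °C | Detection: Time-resolved FRET | Read-out basis: Percent inhibition | Benchmarks: Biotin wells as high control, 0.6% DMSO wells as low control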
# NR2E3 ag-2 = activates human NR2E3 receptor; 0.35% of 360,000 active; Q9Y5X4; CHO-S Gal4-NCOR/VP16-NR2E3 two-hybrid, luciferase; inhibition of corepressor binding, % at 3.98 µM; AID 602229;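 active = inhibition above the mean of all tested compounds plus 3 SD, cut at about 70% in these data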;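 note: 0% = DMSO with NR2E3 transfected cells and 100% = cells lacking NR2E3 construct; higher means lower luciferase signal from less NR2E3 corepressor binding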
# iPSC survival up = enhancers of human iPSC single-cell survival; hiPSC single-cell survival, ATPlite luminescence; 100% = ROCK inhibitor wells, 0% = DMSO; survival enhancement, % at 20 µM; 0.044% of 360,000 active; AID 602274; in the data active = survival enhancement above about 18%;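 note: cells exposed to compounds for 16 hours before the ATP read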
# Shn3 inh set2 = Schnurri-3 reporter inhibition in Clone20 osteoblasts; inhibition, % at 12.5 µM; Clone20 osteoblast Shn3 3'UTR firefly luciferase, 24 h; 0.52% of 360,000 active;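 active = mean inhibition of at least 75% with every replicate also reaching 75%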;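 note: 0% = median of neutral control wells and 100% = pilot-screen positive control compound; some compounds past the cut are filed as inactive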
# TRPM1 prom inh = reduces MITF-dependent TRPM1 promoter luciferase signal. inhibition, % at 12.5 µM. AID 488899. 0.83% of 330,000 active. SK-MEL-5 TRPM1 promoter luciferase, 24 h;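 active = mean inhibition across replicates of 60% or more, whatever share of single replicates reaches that level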; note: values of inactives mirror those of a sister screen read the other way
# An asterisk follows results filed as active; · = not tested or not shown.
# Assay codes: A = CF NFkB block; B = KKLEB cytotox; C = Peg3 prom inh; D = HIF-2a block; E = TWEAK Fn14 block; F = aDG glyco up; G = NR2E3 ag-1; H = NR2E3 ag-2; I = iPSC survival up; J = Shn3 inh set2; K = TRPM1 prom inh
CCn1c(=O)c(C(=O)NNC(=O)c2ccccc2F)c(O)c2ccccc21
  A = 1 | B = -12 | C = 5 | D = 10 | E = 17 | F = 0.1 | G = -2 | H = -1 | I = -0.4 | J = 8 | K = -5

Cn1c2c(c(=O)n(C)c1=O)C(c1ccc(F)cc1)C(C#N)=C(N)O2 (stereo not given)
  A = 8 | B = 1 | C = -5 | D = 17 | E = -4 | F = 0.1 | G = 0 | H = 3 | I = 2.4 | J = 14 | K = 9

COCCn1c(SCC(=O)NCCCN2CCCC2=O)nc2sc3c(c2c1=O)CCCC3
  A = 4 | B = -14 | C = 0 | D = 5 | E = -6 | F = -0.1 | G = · | H = -23 | I = -1.0 | J = 12 | K = 2

CCOC(=O)COc1ccc2c3c(c(=O)oc2c1C)CCC3
  A = -4 | B = 3 | C = -42 | D = 15 | E = -14 | F = 0.2 | G = 2 | H = -11 | I = -1.1 | J = -17 | K = -7

COc1ccc(-c2nc(NC(=O)C3CCN(c4nc5ccccc5o4)CC3)sc2C)cc1
  A = -24 | B = 7 | C = 14 | D = 10 | E = 13 | F = 1.4 | G = -2 | H = -25 | I = 0.2 | J = 54 | K = 18

CCn1c(Cc2ccccc2)nnc1SCC(=O)Nc1ccc(N2CCOCC2)c(Cl)c1
  A = 4 | B = 6 | C = 2 | D = -29 | E = -16 | F = -0.1 | G = 0 | H = -14 | I = -1.9 | J = -14 | K = -5

CCOC(=O)c1nn(-c2ccc(C)cc2)c(=O)cc1OCC(=O)Nc1ccc(OC)cc1
  A = 9 | B = 11 | C = 8 | D = -8 | E = -6 | F = 0.0 | G = 1 | H = 12 | I = -0.5 | J = -13 | K = 6

O=C(Nc1cccc(C(F)(F)F)c1)c1cnc2n(c1=O)CCS2
  A = -2 | B = -11 | C = -115 | D = -81 | E = -3 | F = -0.2 | G = 4 | H = -12 | I = 3.7 | J = -10 | K = -51

O=C(O)COc1ccccc1/C=N/NC(=O)CSc1nc2ccccc2c(=O)n1-c1ccc(Cl)cc1
  A = 8 | B = -11 | C = 8 | D = 9 | E = 5 | F = 0.0 | G = 4 | H = -5 | I = 0.5 | J = 9 | K = -3

COc1ccc(-c2cc(NC=O)c3ncc(-c4ccc(C(C)=O)cc4)n3c2)cc1OC
  A = 50* | B = -19 | C = 68* | D = 21 | E = 10 | F = -0.3 | G = · | H = 20 | I = -0.2 | J = 10 | K = ·

Cc1ccc(C(=O)OCC(=O)NC(C)c2ccccc2)cc1C (stereo not given)
  A = -28 | B = 14 | C = -10 | D = -6 | E = -4 | F = 0.1 | G = · | H = 2 | I = 0.1 | J = -17 | K = -4

COc1cc(C)c(COc2ncnc3ccccc23)cc1OC
  A = -3 | B = 5 | C = 17 | D = 6 | E = 12 | F = 0.1 | G = 5 | H = 13 | I = 1.1 | J = -18 | K = 2

Cc1[nH]n2c(=O)cc(Cc3ccccc3)nc2c1C#N
  A = 7 | B = 3 | C = 2 | D = 14 | E = 1 | F = -0.3 | G = -1 | H = 0 | I = -1.5 | J = 0 | K = -6

COc1cccc(CN=CC2=C(O)CC(C)(C)CC2=O)c1OC
  A = 8 | B = -3 | C = -8 | D = -28 | E = -20 | F = 0.0 | G = 4 | H = -19 | I = -0.9 | J = -8 | K = 0

COc1ccccc1N(Cc1ccccc1)S(=O)(=O)c1cccc(C(=O)O)c1
  A = 13 | B = -1 | C = 5 | D = 19 | E = 26 | F = 0.0 | G = 0 | H = 4 | I = 0.3 | J = 12 | K = 4

COc1ccc(NC(=S)NCc2cccnc2)cc1OC
  A = 4 | B = -3 | C = 12 | D = -3 | E = 6 | F = 0.0 | G = 0 | H = 10 | I = 3.3 | J = -2 | K = -12

CC(C)(CCl)C(=O)Nc1ccc(Sc2ccc(F)cc2)cc1
  A = -8 | B = 1 | C = -14 | D = -50 | E = 61* | F = -0.1 | G = 0 | H = 14 | I = -0.8 | J = -74 | K = -10

COc1ccccc1NC(=O)C(C)OC(=O)C1CC(=O)N(Cc2ccco2)C1 (stereo not given)
  A = 4 | B = 11 | C = -8 | D = 11 | E = -10 | F = -0.2 | G = · | H = 18 | I = 4.0 | J = -5 | K = ·

CCCc1nnc(NC(=O)C2CCN(C(=O)C3CC(=O)N(c4ccc(C)cc4)C3)CC2)s1 (stereo not given)
  A = -3 | B = 9 | C = -4 | D = 4 | E = 12 | F = -0.1 | G = 2 | H = -16 | I = 0.4 | J = -3 | K = -6

CSc1nc2sc3c(c2c(=O)n1CC(C)C)CC(C)(C)OC3
  A = 20 | B = -19 | C = 16 | D = 11 | E = -15 | F = 0.0 | G = -2 | H = 11 | I = 0.8 | J = 9 | K = ·

CC(C)OC(=O)CSc1nnc2n1C(C)(C)Cc1ccccc1-2
  A = -13 | B = 8 | C = -21 | D = -15 | E = -8 | F = -0.1 | G = 4 | H = 11 | I = -0.3 | J = -18 | K = -3

COc1cc2c(cc1OC)CN(CCC(C)c1ccc(Cl)cc1)CC2 (stereo not given)
  A = 4 | B = -17 | C = -5 | D = 11 | E = -15 | F = 0.3 | G = 2 | H = 26 | I = -0.3 | J = -18 | K = 0

# Ordered by formula weight (smallest number first): 8 of the compounds above.
# Assay codes: A = CF NFkB block; B = KKLEB cytotox; C = Peg3 prom inh; D = HIF-2a block; E = TWEAK Fn14 block; F = aDG glyco up; G = NR2E3 ag-1; H = NR2E3 ag-2; I = iPSC survival up; J = Shn3 inh set2; K = TRPM1 prom inh
Cc1[nH]n2c(=O)cc(Cc3ccccc3)nc2c1C#N
  A = 7 | B = 3 | C = 2 | D = 14 | E = 1 | F = -0.3 | G = -1 | H = 0 | I = -1.5 | J = 0 | K = -6

COc1cccc(CN=CC2=C(O)CC(C)(C)CC2=O)c1OC
  A = 8 | B = -3 | C = -8 | D = -28 | E = -20 | F = 0.0 | G = 4 | H = -19 | I = -0.9 | J = -8 | K = 0

CC(C)OC(=O)CSc1nnc2n1C(C)(C)Cc1ccccc1-2
  A = -13 | B = 8 | C = -21 | D = -15 | E = -8 | F = -0.1 | G = 4 | H = 11 | I = -0.3 | J = -18 | K = -3

CC(C)(CCl)C(=O)Nc1ccc(Sc2ccc(F)cc2)cc1
  A = -8 | B = 1 | C = -14 | D = -50 | E = 61* | F = -0.1 | G = 0 | H = 14 | I = -0.8 | J = -74 | K = -10

COc1cc2c(cc1OC)CN(CCC(C)c1ccc(Cl)cc1)CC2 (stereo not given)
  A = 4 | B = -17 | C = -5 | D = 11 | E = -15 | F = 0.3 | G = 2 | H = 26 | I = -0.3 | J = -18 | K = 0

COc1ccccc1NC(=O)C(C)OC(=O)C1CC(=O)N(Cc2ccco2)C1 (stereo not given)
  A = 4 | B = 11 | C = -8 | D = 11 | E = -10 | F = -0.2 | G = · | H = 18 | I = 4.0 | J = -5 | K = ·

COc1ccccc1N(Cc1ccccc1)S(=O)(=O)c1cccc(C(=O)O)c1
  A = 13 | B = -1 | C = 5 | D = 19 | E = 26 | F = 0.0 | G = 0 | H = 4 | I = 0.3 | J = 12 | K = 4

CCCc1nnc(NC(=O)C2CCN(C(=O)C3CC(=O)N(c4ccc(C)cc4)C3)CC2)s1 (stereo not given)
  A = -3 | B = 9 | C = -4 | D = 4 | E = 12 | F = -0.1 | G = 2 | H = -16 | I = 0.4 | J = -3 | K = -6

# Screening results deposited in PubChem BioAssay by several laboratories.
